tuberculosis growth = growth inhibition of non-replicating M. tuberculosis (AID 488890); one-dose inhibition, % at 25 µM; IC50 in µM for titrated hits; Mycobacterium tuberculosis non-replicating, growth inhibition; higher % means a stronger effect; actives 0.39% (n = 320,000); in the data active = a potency from the dose series; inconclusive = inhibition mostly from about 82% at the one dose, without a potency; inactive = the rest, 99 in 100 with inhibition below about 76%;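 note: plate controls were DMSO cells for no effect and high antibiotic wells for full effect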
VEEV TC-83 Vero = inhibitors of VEEV TC-83 cytopathic effect, confirmation, Vero cells (AID 588727) | Vero cells, VEEV TC-83 cytopathic effect inhibition; higher % means a stronger effect | inhibition, % at 20 µM, or IC50 in µM where a hit was titrated | actives 0.13% (n = 350,000); in the data active = a potency from the dose series; inconclusive = inhibition mostly from about 14% at the one dose, without a potency; inactive = the rest, 99 in 100 with inhibition below about 12%; note: strong numbers were not always called active
Salmonella PhoP GFP = PhoP regulon inhibitors, Salmonella typhi PhoP promoter GFP reporter, confirmatory (AID 1850) | Salmonella Typhi PhoP-promoter GFP reporter, fluorescence, 4 h; higher % means a stronger effect | one-dose inhibition, % at 50 µM; IC50 in µM for titrated hits | actives 0.33% (n = 310,000); in the data active = a potency from the dose series; inconclusive = inhibition mostly from about 25% at the one dose, without a potency; inactive = the rest, 99 in 100 with inhibition below about 19%;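 note: 0% = induced wells with vehicle and 100% = uninduced wells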
H37Rv inhibition = M. tuberculosis growth inhibition, HTS (AID 449762); inhibition, % at 25 µM; hits with a dose series show IC50 in µM; actives 0.59% (n = 330,000); M. tuberculosis H37Rv growth inhibition, 7H9 media; higher % means a stronger effect; in the data active = a potency from the dose series; inconclusive = inhibition above about 70% without an active follow-up result;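 note: bacterial growth assessed after seven days of incubation; strong numbers were not always called active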
H1N1 NS1A inhibition = H1N1 influenza NS1A inhibitors, functional cell based assay (AID 504329). NS1A functional cell-based assay, percent inhibition; higher % means a stronger effect. inhibition, % at 12.5 µM, or IC50 in µM where a hit was titrated. actives 0.3% (n = 340,000); in the data active = a potency from the dose series; inconclusive = inhibition above about 27% without an active follow-up result; note: strong numbers were not always called active
VEEV TC-83 Vero 10K pilot screen = also measured in VEEV TC-83 Vero; calls as there; inhibition, %; measured here: 10K pilot screen inhibition
An asterisk follows results filed as active; i = inactive; ? = inconclusive; nt = no result given; & = joins results of further samples. Compounds were not picked by outcome; any-hit rate near 1.5%.

SMILES	tuberculosis growth	VEEV TC-83 Vero	Salmonella PhoP GFP	H37Rv inhibition	H1N1 NS1A inhibition	others
COc1ccccc1/C=C\C=N\NC(=O)CCn1nnc2ccccc21	-39%	0.1%	3%	11%	0%
CCc1cccc2c(C=C(C#N)C#N)cn(CC(=O)N3CCCCCC3)c12	-13%	i	25%	-7%	8%
Cc1cccc2nc(Cn3c(=O)n(CCC(=O)NCc4ccco4)c(=O)c4sccc43)cc(=O)n12	6%	i	4%	2%	3%
Cc1ccc(S(=O)(=O)/N=C(\CN2CCOCC2)N2CCOCC2)cc1	6%	1.8%	-2%	3%	5%
COc1ccc(CCNS(=O)(=O)c2ccc(-n3cnnn3)c(OC)c2)cc1OC	-10%	i	-14%	-5%	2%
Cn1c(-c2ccccc2)c(C#Cc2ccc(N)cc2)c2ccccc21	?	0.8%	nt	5%	0%
Cc1cccc(Cn2c(N(C)CCO)nc3c2c(=O)[nH]c(=O)n3C)c1	4%	i	-14%	-2%	7%
COc1ccc(CCNC(=O)COC(=O)c2cc(S(=O)(=O)NCc3ccccc3)ccc2O)cc1OC	-14%	1.1%	-22%	-5%	2%
Cc1cc(NC(=O)Cc2cc(F)cc(F)c2)no1	8%	i	-4%	4%	-1%
CC(C)(C)c1ccc(OC2=CS(=O)(=O)c3ccccc32)cc1	-10%	i	4%	-4%	0%
N#Cc1ccc(OCC(=O)NCCN2CCOCC2)cc1	nt	1.9%	nt	-9%	-12%
CCOc1ccc(-n2c(SCC(=O)N3CCC(C(=O)O)CC3)nc3ccccc3c2=O)cc1	-7%	1.6%	14%	4%	13%
COC(=O)c1c(N)sc2c1CC(C)(C)OC2	0%	1.2%	2%	3%	10%
COc1cc(C2C(C#N)=C(N)Oc3n[nH]c(-c4ccccn4)c32)cc(OC)c1OC (centres undefined)	-15%	1.1%	4%	-13%	5%
CC(NC(=O)COc1ccc(/C=N/NS(=O)(=O)c2ccccc2)cc1)c1ccccc1 (centres undefined)	4%	10%	-14%	1%	-15%
COc1cccc(C(=O)NCC(=O)N/N=C/c2cccnc2)c1	-9%	1.4%	-10%	-5%	0%
Cc1ccc(OCC(=O)N/N=C/c2ccc3c(c2)OCO3)cc1C	nt	1.8%	nt	nt	-3%
COC(=O)c1cc(C(C)=O)n2ccccc12	16%	1.3%	-9%	-4%	-7%
CCC(=O)c1ccc(OCC(=O)NC2(C#N)CCCCC2)cc1	8%	i	0%	-6%	1%
O=C(Nc1ccc(O)cc1)c1ccc2c(c1)C(=O)N(Cc1cccnc1)C2=O	-1%	1.3%	-10%	1%	-9%
N/N=C(\c1ccccc1)c1cc(Br)ccc1N	29%	0.6%	6%	0%	-5%
COc1ccc(-n2nc(C(=O)NCC(=O)NC3CCCCC3)c3ccccc3c2=O)c(OC)c1	-30%	2.1%	6%	6%	6%
CC(=O)Nc1ccc(C(=O)NN2C(=O)NC3(CCCCC3)C2=O)cc1	1%	3.1%	-4%	-1%	-5%
Cc1ccc(/C(N)=N/OC(=O)c2cccc(F)c2)cc1	58%	4.7%	-4%	6%	3%
Cc1nonc1NC(=O)CSc1nnnn1-c1ccccc1	15%	0.4%	9%	2%	-10%

Already shown: entries from further up.
SMILES	tuberculosis growth	VEEV TC-83 Vero	Salmonella PhoP GFP	H37Rv inhibition	H1N1 NS1A inhibition	others
COC(=O)c1c(N)sc2c1CC(C)(C)OC2	0%	1.2%	2%	3%	10%
COc1cc(C2C(C#N)=C(N)Oc3n[nH]c(-c4ccccn4)c32)cc(OC)c1OC (centres undefined)	-15%	1.1%	4%	-13%	5%
CC(NC(=O)COc1ccc(/C=N/NS(=O)(=O)c2ccccc2)cc1)c1ccccc1 (centres undefined)	4%	10%	-14%	1%	-15%
COc1cccc(C(=O)NCC(=O)N/N=C/c2cccnc2)c1	-9%	1.4%	-10%	-5%	0%
Cc1ccc(OCC(=O)N/N=C/c2ccc3c(c2)OCO3)cc1C	nt	1.8%	nt	nt	-3%

(cont.)
SMILES	tuberculosis growth	VEEV TC-83 Vero	Salmonella PhoP GFP	H37Rv inhibition	H1N1 NS1A inhibition	others
C#CC(C)(C)NC(=O)c1sccc1Oc1ccc(F)cc1[N+](=O)[O-]	-13%	6.9%	2%	5%	-19%
CC(C)CC(=O)NCCCN1CCN(CCCNC(=O)CC(C)C)CC1	-2%	2.5%	1%	-15%	3%
COc1ccc(NC(=O)c2cc3c(=O)n(C)c4ccccc4c3n2C)cc1Cl	-5%	i	3%	-2%	-28%
CC1(C)Cc2c(cnn2-c2cccc(F)c2)C(NC(=O)CSc2ccccn2)C1 (centres undefined)	7%	2.0%	4%	4%	4%
CCn1ncc(C2=NOC(C(=O)NCC(C)C)C2)c1C (centres undefined)	-14%	4.5%	4%	-5%	-3%
CC(C)(C)SCCNC(=O)CN1C(=O)c2ccccc2S1(=O)=O	2%	0.7%	-16%	-9%	-1%
COC(=O)CSc1nnc(COc2ccc([N+](=O)[O-])cc2)n1C	4%	2.6%	6%	-4%	-11%
CCCN(CCC)c1nc(C)cc(C(C#N)c2nc3ccccc3o2)n1 (centres undefined)	9%	nt	35%	-1%	nt
Cc1cc(NS(=O)(=O)c2ccc(NC(=O)COc3cc(C)c(Cl)c(C)c3)cc2)no1	5%	2.5%	nt	-4%	-11%
CCNC(=S)N/N=C/c1cc(Br)cc(Br)c1OC	5%	i	-11%	-1%	3%
CCOCCCNC(=O)CN1C(=O)CSc2ccccc21	nt	1.1%	-1%	-13%	25%
O=C(C(=S)N1CCOCC1)c1c[nH]c2ccccc12	12%	i	1%	1%	3%
CCc1nc(N)nc(N)c1-c1ccc(Cl)c(N=[N+]=[N-])c1	nt	1.5%&6.0%	nt	nt	4%&4%
Cc1cc(NC(=O)COc2ncnc3sc(C)c(C)c23)no1	-3%	i	-1%	-7%	-27%
CCOc1cccc(-c2c(C(=O)N/N=C/c3cccnc3)nnn2-c2nonc2N)c1	9%	4.3%	-24%	5%	-3%
Cc1cc(=O)n2nc(-c3ccccc3)sc2c1C#N	-26%	3.5%	-2%	-5%	10%
CN(C)S(=O)(=O)c1ccc(/C(O)=C2/C(=O)C(=O)N(Cc3cccnc3)C2c2ccco2)cc1 (centres undefined)	-17%	0.8%	5%	1%	-1%	VEEV TC-83 Vero 10K pilot screen=2.7
CC(C(=O)N1CCCCC1)n1sc2ccccc2c1=O (centres undefined)	10%	0.7%	2%	-5%	-4%
CC1CC(NC(=O)c2ncn[nH]2)CC(C)(C)C1 (centres undefined)	20%	i	-3%	2%	4%
O=C(NC1CCSc2ccccc21)c1cccc(Br)c1 (centres undefined)	16%	1.8%	-10%	8%	-6%
Cc1ccc(S(=O)(=O)Oc2ccccc2/C=N/N=C(N)N)cc1	55%	i	11%	14%	3%
O=C(NCCc1ccc(F)cc1)Nc1ccc([N+](=O)[O-])cc1	?	3.2%	-7%	8%	-7%
CC(C)(C)c1ccc(OCC(O)CN2CCN(C(=O)c3ccccc3)CC2)cc1 (centres undefined)	38%	3.8%	1%	8%	-4%
Cc1ccc(SCCOCCN2CCOCC2)cc1	19%	1.1%	6%	-1%	-4%
Cn1c(CCNC(=O)c2ccco2)nc2cc([N+](=O)[O-])ccc21	-13%	1.4%	-9%	-9%	-5%

Additional structures:
SMILES	tuberculosis growth	VEEV TC-83 Vero	Salmonella PhoP GFP	H37Rv inhibition	H1N1 NS1A inhibition	others
CCCCCNC(=O)c1c[nH]c2ccc(S(=O)(=O)N3CCC4(CC3)OCCO4)cc2c1=O	-13%	1.1%	-6%	9%	19%
CC(C)(C)n1nc2c(c1NC(=O)c1ccc(S(=O)(=O)N3CCCCC3)cc1)CS(=O)C2 (centres undefined)	-3%	1.0%	-14%	-8%	-1%
Cc1ccc(S(=O)(=O)N2CCN(C(=O)COC(=O)CCOc3cc(C)ccc3C)CC2)c(C)c1	nt	1.7%	nt	nt	1%
CC(C)COc1ccc(C(=O)NC(=S)Nc2ccc(CN3CCOCC3)cc2)cc1	-23%	i	-9%	0%	8%
O=C(O)CNC(=S)N(Cc1ccccc1)Cc1cccs1	22%	i	-21%	-6%	-7%
CC(=O)NC(CC(=O)Nc1cccc(S(=O)(=O)N2CCOCC2)c1)c1ccccc1 (centres undefined)	nt	1.7%	nt	nt	-4%
CC(=O)c1cccc(N(CC(=O)NC2CCCC2)C(=O)CNC(=O)c2cccs2)c1	1%	0.6%	5%	-3%	10%
CCCSc1nnc2n(N)c(=O)c3ccccc3n12	10%	i	-6%	-15%	-3%
COCCNC(=O)COc1ccc(C)c(C)c1	8%	i	6%	5%	-2%
Cc1nc2c(C)cccn2c1/C(O)=C1\C(=O)C(=O)N(CCN(C)C)C1c1ccncc1 (centres undefined)	6%	0.9%	-10%	1%	-1%
CN1C(=S)SC2CS(=O)(=O)CC21C (centres undefined)	-2%	0.3%	-11%	3%	-5%
Cc1cc(NS(=O)(=O)c2ccc(NC(=O)CCCOc3ccccc3)cc2)no1	65%	0.2%	5%	52%	-8%
CCOc1cc(/C=C2\SC(=O)N=C2N)ccc1O	67%	8.2%	-9%	1%	9%
COc1ccc(C(=O)Nc2nc3ccc4nc(C)sc4c3s2)cc1	-15%	1.2%	nt	-4%	8%
O=C(CN1C(=O)c2ccccc2C1=O)Nc1ccc(S(=O)(=O)NCC2CCCO2)cc1 (centres undefined)	-11%	i	-16%	-5%	3%
C=CCNC(=O)CC(=O)N/N=C/c1ccc(F)cc1	-8%	1.7%	11%	0%	-4%
Clc1ccc(-c2noc(CCCOc3ccccc3)n2)cc1	39%	0.2%	4%	2%	-7%
Cc1nc(-c2cnn(-c3ccccc3)c2)c2cc(C)oc2n1	15%	9.9%	-8%	4%	-13%
COC(=O)c1sccc1S(=O)(=O)N1CCCC(N(C)CCc2ccccn2)C1 (centres undefined)	11%	0.1%	19%	-2%	-9%
CC[C@@]1(O)C(=O)OCc2c1cc1n(c2=O)Cc2cc3ccccc3nc2-1	-4%	nt	4%	4%	nt
O=C(COC(=O)Cc1c(Cl)cccc1Cl)NC1CCCC1	40%	1.5%	nt	-3%	-10%
Cc1cccc(N(CC(=O)N/N=C/c2ccc(OCC(=O)NCc3ccco3)cc2)S(C)(=O)=O)c1C	18%	12%	-3%	3%	6%
O=C(c1cccc(S(=O)(=O)N2CCCCCC2)c1)N1CCN(c2ccccc2)CC1	29%	0.8%	6%	2%	-5%
COc1ccc(/C=C2\N=C(c3ccc(C)cc3)OC2=O)cc1	?	0.9%	-3%	?	-2%
Cc1cccc(-c2noc(CCC(=O)Nc3ccccc3)n2)c1	46%	0.1%	9%	?	-10%

The last 2 entries of the part before lead into the next.
SMILES	tuberculosis growth	VEEV TC-83 Vero	Salmonella PhoP GFP	H37Rv inhibition	H1N1 NS1A inhibition	others
COc1ccc(/C=C2\N=C(c3ccc(C)cc3)OC2=O)cc1	?	0.9%	-3%	?	-2%
Cc1cccc(-c2noc(CCC(=O)Nc3ccccc3)n2)c1	46%	0.1%	9%	?	-10%
CC1=NOC(=O)/C1=C/c1ccc(N(C)C)cc1	3%	nt	12%	-1%	nt
CC(C)CC(CO)N1CCN(C(=O)c2ccc(Cl)cc2Cl)CCC1=O (centres undefined)	-1%	0.0%	-22%	-1%	-5%
COC(=O)CNC(c1ccccc1Cl)c1cc(Br)ccc1NC(=O)CCN1CCOCC1 (centres undefined)	?	4.0%	-10%	5%	-3%
Cc1ccccc1C(=O)Nc1ccccc1C(=O)NC1CC1	-1%	0.1%	6%	0%	-4%
Cc1oc2ccc(O)cc2c1C(=O)c1ccc(F)cc1	2%	4.0%	-3%	-2%	nt
CC(C)C(O)(C(=O)NNc1ccccc1)C(C)C	0%	0.0%	1%	-4%	0%
O=c1[nH]n(-c2cccc3cccnc23)c(=O)c2ccccc12	?	2.3%	-8%	-2%	1%
CCCCNC(=O)COCc1cc(-c2ccc3c(c2)OCO3)on1	44%	1.3%	-7%	7%	-6%
COc1ccccc1N(CC(=O)NCc1ccccc1)C(=O)CCC(=O)Nc1ccccn1	13%	1.8%	4%	2%	21%
Cc1nc2c(C(=O)NCc3ccc(F)cc3)c[nH]n2c(=O)c1Cl	30%	1.7%	-6%	-7%	1%
O=C(c1ccc2c(c1)OCO2)C1CCCN(Cc2cn[nH]c2-c2ccccc2)C1 (centres undefined)	-13%	i	-5%	5%	10%
CC(=O)Nc1ccc(/C=N/NC(=O)CNC(=O)c2ccccc2)cc1	3%	i	11%	1%	-9%
CC1(C)Cc2c(C#N)c(OCC(=O)c3ccccc3)nc(-c3ccoc3)c2CO1	-4%	6.9%	-2%	10%	3%	VEEV TC-83 Vero 10K pilot screen=5.2
COCCn1cnc2c1c(=O)n(CC(=O)OCC(=O)NCCCc1ccccc1)c(=O)n2Cc1ccccc1	43%	0.3%	6%	3%	4%
